# sPLA2-III inh: Inhibits HGIII-sPLA2 liposome hydrolysis, primary screen. Q9NZ20. QFRET BODIPY PC-A2 liposome hydrolysis, fluorescence. inhibition, % at 12.2 µM. 0.56% of 370,000 active;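 active = inhibition above mean plus 3 SD of compounds lying within the high and low control bounds, cut at about 19% in these data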;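 also: 0% = median of test compound wells and 100% = no enzyme DMSO wells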
# PLCg1 inh: inhibitors of human phospholipase C gamma1; P19174; purified PLC-gamma1, fluorogenic substrate, fluorescence; inhibition, % at 12.2 µM; 0.84% of 370,000 active; AID 720700; in the data active = inhibition above about 9.5%
# DDE Tn6 FP inh: disrupts Tn6 cyclic peptide binding to fibrin D-Dimer-E complex. P02675. Fibrin DD(E) TRITC-Tn6 fluorescence polarization displacement. inhibition, % at 8.3 µM. 0.21% of 370,000 active;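 active = inhibition above a per-campaign cutoff: mean of compounds within control limits plus 3 SD, cut at about 15% in these data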;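 also: 0% = median of all compound wells on the plate and 100% = blocking peptide control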
# KLK7 zymogen act: proKLK7 (human) activation, primary screen | P49862 | purified proKLK7, EDANS-DABCYL substrate fluorescence; 100% is mature enzyme control, 0% vehicle | activation, % at 7 µM | 0.9% of 370,000 active | AID 652039;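 active = activation above the mean of all tested compounds plus 3 SD, computed per campaign excluding outliers beyond control limits, cut at about 13% in these data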
# Target sequence (P49862 whole entry, looked up): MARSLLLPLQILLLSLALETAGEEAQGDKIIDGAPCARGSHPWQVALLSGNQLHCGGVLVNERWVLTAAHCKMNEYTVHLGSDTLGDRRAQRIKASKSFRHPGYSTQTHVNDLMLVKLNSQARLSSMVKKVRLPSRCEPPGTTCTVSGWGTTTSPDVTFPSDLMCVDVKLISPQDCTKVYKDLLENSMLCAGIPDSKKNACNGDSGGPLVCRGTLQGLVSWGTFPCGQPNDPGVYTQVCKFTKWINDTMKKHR
# UHRF1 binding: human UHRF1 methylated DNA binding inhibitors; Q96T88; UHRF1 binding to methylated oligo, TR-FRET; inhibition, % at 4.4 µM; 0.75% of 370,000 active; in the data active = inhibition above about 21%;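 also: UHRF1 SRA domain binding a hemimethylated CpG hairpin DNA probe; 0% = median of test compound wells and 100% = reference inhibitor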
# Target sequence (Q96T88 whole entry, looked up, the tested form may be a part): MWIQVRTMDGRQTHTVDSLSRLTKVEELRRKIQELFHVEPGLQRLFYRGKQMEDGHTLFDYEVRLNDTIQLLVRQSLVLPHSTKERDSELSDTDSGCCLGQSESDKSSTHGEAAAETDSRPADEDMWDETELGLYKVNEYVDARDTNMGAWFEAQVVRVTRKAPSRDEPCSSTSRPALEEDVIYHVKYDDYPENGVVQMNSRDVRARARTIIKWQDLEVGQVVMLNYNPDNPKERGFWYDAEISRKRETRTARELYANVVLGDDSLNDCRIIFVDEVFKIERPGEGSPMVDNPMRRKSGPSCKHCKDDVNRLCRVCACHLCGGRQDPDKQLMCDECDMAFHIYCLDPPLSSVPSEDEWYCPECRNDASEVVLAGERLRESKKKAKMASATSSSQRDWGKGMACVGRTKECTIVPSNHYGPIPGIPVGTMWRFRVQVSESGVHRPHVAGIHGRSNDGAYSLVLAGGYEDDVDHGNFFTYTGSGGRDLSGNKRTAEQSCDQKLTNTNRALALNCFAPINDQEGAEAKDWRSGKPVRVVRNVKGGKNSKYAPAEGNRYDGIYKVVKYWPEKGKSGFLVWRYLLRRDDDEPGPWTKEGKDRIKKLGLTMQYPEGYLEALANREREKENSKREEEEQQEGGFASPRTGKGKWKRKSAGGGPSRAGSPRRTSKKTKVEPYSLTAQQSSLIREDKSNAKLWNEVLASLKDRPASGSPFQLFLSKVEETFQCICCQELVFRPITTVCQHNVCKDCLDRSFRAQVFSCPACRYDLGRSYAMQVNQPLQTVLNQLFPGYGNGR
# DDE Tn7 FP inh: DD(E)-Tn7 binding inhibition, primary FP screen | AID 720508 | 0.13% of 370,000 active | inhibition, % at 8.3 µM | FP displacement of FITC-Tn7 peptide from fibrin DD(E); 0% = median of compound wells per plate;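 active = inhibition above the mean of compounds falling within the control limits plus 3 SD of them, cut at about 14% in these data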;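 also: 0% = plate median of compound wells and 100% = 10 µM Aha-Tn7 peptide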
#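 assay system = human clot-derived fibrin DD(E) complex | quantity = Fibrin-DD(E) at 2 µM final | timing = 10 min preincubation, 3 h with tracer, room temperature | signal = fluorescence polarization | measure = percent inhibition | benchmarks = high control wells with 10 µM unlabelled Aha-Tn7 peptide (full inhibition) | replicates = singlicate testing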
# ASAP1 GAP inh: ASAP1 ArfGAP inhibition. Q9ULH1. ASAP1-stimulated ARF1 GTP hydrolysis, GDP FP detection. inhibition, % at 16.5 µM. 0.19% of 360,000 active; in the data active = inhibition above about 25%;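 also: 0% = vehicle with enzyme and substrate and 100% = no enzyme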
# NR1D1 modulator: modulates human Rev-erb alpha binding to DNA | P20393 | Rev-erbα–FITC-DNA binding, fluorescence polarization, 90 min | activity, % at 10 µM | 0.79% of 370,000 active | AID 1259318;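 active = activity above about 14%, limit read from the data; passing the limit was not always enough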;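 also: 0% = DMSO wells with 35 nM protein and 100% = DMSO wells with 750 nM protein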
# ARFGAP1 inh: inhibitors of rat ARFGAP1 | Arfgap1-stimulated ARF1 GTP hydrolysis, GDP FP detection | 0.26% of 360,000 active | AID 651572 | inhibition, % at 16.5 µM;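 active = inhibition above a per-plate limit, mean inhibition of low control wells plus 3 SD, cut at about 25% in these data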;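 also: 0% = DMSO wells with enzyme and 100% = wells lacking Arfgap1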
#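 Assay system: Rat Arfgap1 GAP domain (His6, aa 1-136), purified enzyme | Buffer or medium: HEPES 25 mM pH 7.5, NaCl 150 mM, MgCl2, DTT | Schedule: GTP hydrolysis reaction 2 h at 25 °C | Signal: FP of antibody-bound GDP Alexa 633 tracer, ex 620/em 688 nm | Measure: Percent inhibition of Arfgap1-stimulated GTP hydrolysis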
# PLCb3 inh: inhibitors of human phospholipase C beta3. Q01970. Purified PLC-beta3, fluorogenic substrate, fluorescence. inhibition, % at 12.2 µM. 0.18% of 370,000 active. AID 720704; in the data active = inhibition above about 11%;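 also: 0% = median of compound wells on plate and 100% = full blocker control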
# Active calls of the source: *.
SMILES,sPLA2-III inh,PLCg1 inh,DDE Tn6 FP inh,KLK7 zymogen act,UHRF1 binding,DDE Tn7 FP inh,ASAP1 GAP inh,NR1D1 modulator,ARFGAP1 inh,PLCb3 inh
O=C(COC(=O)C1CC2CCCC(C1)C2=O)Nc1cccc(F)c1 (centres undefined),-4,-1,-4,0.1,-2,-4,18,3,2,-2
CC1CCCCN1C(=O)COC(=O)Cc1c[nH]c2ccccc12 (centres undefined),-35,-3,4,0.7,-2,15*,-5,-6,-10,1
CCOc1ccc(C2(C)CC(=O)N(C)C2=O)cc1 (centres undefined),-1,1,-1,0.5,-2,-9,4,-2,6,0
COc1ccc(-c2nc(-c3ccncc3)no2)cc1OC,-3,5,0,0.5,-5,-1,4,0,7,2
CCC(c1nc2ccccc2[nH]1)N(C(=O)C1=NNC(=O)CC1)c1ccccc1 (centres undefined),-1,-1,7,0.6,-1,2,-2,4,1,0
CCOC(=O)c1sc(NC(=O)C2CC(=O)N(c3ccc(C)cc3)C2)nc1C (centres undefined),-9,-2,5,0.3,2,-8,6,-2,-4,-12
CN(CC(=O)NCCc1ccccc1)S(=O)(=O)c1ccc(Br)cc1,-3,4,6,-0.1,-3,1,15,2,1,-7
COc1ccc2c(c1)CCc1c(C(=O)NCCN3CCOCC3)noc1-2,-3,-10,3,0.5,-2,4,-7,-7,5,-17
Cc1ccc(NC(=S)NNC(=O)c2ccc(N3CCOCC3)c([N+](=O)[O-])c2)cc1Cl,17,0,2,-0.1,-8,-2,12,-2,-4,-2
COc1ccccc1Nc1nc(N)nc(CSc2nc(C)cc(C)n2)n1,-3,0,5,-0.9,-1,-4,0,1,1,1
COC(=O)COc1coc(CN2CCN(c3cccc(Cl)c3)CC2)cc1=O,3,0,-3,0.2,21*,6,-11,2,-8,-5
COc1ccc(CCN(C)C2CC(=O)N(c3ccccc3)C2=O)cc1OC (centres undefined),-7,-1,2,-0.2,-2,0,-1,-6,-5,-7

# Marked active in UHRF1 binding, among the entries above:
SMILES,sPLA2-III inh,PLCg1 inh,DDE Tn6 FP inh,KLK7 zymogen act,UHRF1 binding,DDE Tn7 FP inh,ASAP1 GAP inh,NR1D1 modulator,ARFGAP1 inh,PLCb3 inh
COC(=O)COc1coc(CN2CCN(c3cccc(Cl)c3)CC2)cc1=O,3,0,-3,0.2,21*,6,-11,2,-8,-5

# The list goes on.
SMILES,sPLA2-III inh,PLCg1 inh,DDE Tn6 FP inh,KLK7 zymogen act,UHRF1 binding,DDE Tn7 FP inh,ASAP1 GAP inh,NR1D1 modulator,ARFGAP1 inh,PLCb3 inh
Cc1ccc(/C=C2/NC(=O)N(Cc3ccccc3F)C2=O)o1,-26,-40,5,2.4,-2,-3,-4,-2,-7,-64
COc1ccc([N+](=O)[O-])cc1NC(=O)CCN1CCN(c2ccccc2OC)CC1,-3,2,-6,0.4,1,0,3,-6,-7,4
CCOc1cc(/C=C2/C(=N)N3OC(C)=CC3=NC2=O)ccc1OC,-41,-4,1,0.2,-2,0,-6,-3,-6,-5
Cc1cc2c(c(CO)c1CCO)C(=O)[C@@H](C)[C@@H]2O,-3,3,0,0.1,-3,-5,6,3,3,1
Cc1ccccc1N/N=C1\CCCNC1=O,-4,2,-1,0.8,-3,3,7,-4,1,2
Cc1cc(C(=O)NC2CC(C)(C)Cc3c2cnn3-c2ccccc2)n(C)n1 (centres undefined),2,-2,-3,0.1,1,1,5,-1,11,-4
COc1ccc2[nH]c(C(=O)N3CCC(n4nccc4NC(=O)C4CC4)CC3)c(C)c2c1,1,-13,-1,1.8,-2,-6,3,1,5,-37
CCCc1cc(C(=O)Cc2ccc(F)cc2)c(O)cc1O,-40,-37,-7,-2.2,2,-3,5,2,11,-45
Cn1cccc1/C=N/NC(=O)c1ccccn1,4,-3,-4,0.7,-2,-3,9,2,-16,-9
Cc1ccc(NC(=O)Nc2cc(-c3ccccc3)nn2C)cc1Cl,-5,-1,-3,-0.3,-2,-2,-3,1,10,-11
O=C(CN1C(=O)/C(=C/c2ccco2)SC1=S)Nc1ccc(O)c(C(=O)O)c1,-17,46*,-8,0.7,58*,-2,0,-12,-3,-26
O=C(c1ccccc1)N1N=C(C(F)(F)F)CC1(O)c1ccccc1O (centres undefined),-2,-16,-1,-0.3,-3,9,6,-5,3,-14
CCn1c(=O)c(C(=O)NCc2ccc(OC)c(OC)c2)c(O)c2ccccc21,8,1,5,-0.6,-1,2,-11,0,-2,-3
O=C1c2ccc(Oc3ccc4c(c3)C(=O)N(CCCCO)C4=O)cc2C(=O)N1CCCCO,1,-3,-3,-1.0,2,10,-15,-2,-5,-5
Cc1nn(-c2ccccc2)c2ncc(C(=O)c3cc(Cl)ccc3O)cc12,3,0,-8,0.2,5,3,3,-1,22,0
N/C(=N\OC(=O)CCC1CCCC1)c1ccccc1,2,-5,6,-0.4,-1,2,-20,-3,4,2
c1ccc(C2OCC3(CO2)COC(c2ccccc2)OC3)cc1 (centres undefined),5,4,-2,-1.1,-1,-2,-19,9,8,0
Cc1ccc(-n2c(C)cc(=O)cc2C)cc1[N+](=O)[O-],6,2,-2,0.5,-1,-5,-1,0,-8,-5
C=CCOc1nc2c(c(=O)n(Cc3ccc(Cl)c(Cl)c3)c(=O)n2C)n1C,1,0,0,0.3,1,7,3,-1,-6,2
CCOC(=O)CN1C(=O)S/C(=C/C=C/c2ccc(N(C)C)cc2)C1=O,7,-12,-5,0.5,-2,0,4,5,-6,-14
O=S(=O)(N/N=C/c1cn(Cc2ccccc2)c2ccccc12)c1ccccc1,-69,4,-1,-0.6,0,4,9,3,8,1
Cc1onc(-c2ccccc2Cl)c1C(=O)NC(=S)Nc1ccccc1F,11,-1,0,0.3,7,2,-4,2,-5,-8
CSc1ncccc1C(=O)NNC(=O)c1ccc(NS(=O)(=O)c2cccs2)cc1,-1,-2,2,0.3,-1,1,-3,-1,5,-9
CC(C)Sc1nc2sccc2c(=O)n1-c1ccccc1,7,-1,-5,-0.4,9,-3,-3,8,-4,-12

# Entries of single compounds, looked up by structure:
# N/C(=N\OC(=O)CCC1CCCC1)c1ccccc1 in the list: sPLA2-III inh = 2; PLCg1 inh = -5; DDE Tn6 FP inh = 6; KLK7 zymogen act = -0.4; UHRF1 binding = -1; DDE Tn7 FP inh = 2; ASAP1 GAP inh = -20; NR1D1 modulator = -3; ARFGAP1 inh = 4; PLCb3 inh = 2
# O=C1c2ccc(Oc3ccc4c(c3)C(=O)N(CCCCO)C4=O)cc2C(=O)N1CCCCO in the list: sPLA2-III inh = 1; PLCg1 inh = -3; DDE Tn6 FP inh = -3; KLK7 zymogen act = -1.0; UHRF1 binding = 2; DDE Tn7 FP inh = 10; ASAP1 GAP inh = -15; NR1D1 modulator = -2; ARFGAP1 inh = -5; PLCb3 inh = -5
# CSc1ncccc1C(=O)NNC(=O)c1ccc(NS(=O)(=O)c2cccs2)cc1 in the list: sPLA2-III inh = -1; PLCg1 inh = -2; DDE Tn6 FP inh = 2; KLK7 zymogen act = 0.3; UHRF1 binding = -1; DDE Tn7 FP inh = 1; ASAP1 GAP inh = -3; NR1D1 modulator = -1; ARFGAP1 inh = 5; PLCb3 inh = -9

# Remaining list, next part
SMILES,sPLA2-III inh,PLCg1 inh,DDE Tn6 FP inh,KLK7 zymogen act,UHRF1 binding,DDE Tn7 FP inh,ASAP1 GAP inh,NR1D1 modulator,ARFGAP1 inh,PLCb3 inh
COc1ccc([C@H]2CC(=O)C=C(c3ccc(-c4ccccc4)c(F)c3)C2)cc1OC,11,0,-4,-0.6,0,5,-3,-5,5,-2
FC(F)(F)c1cc(-c2cccs2)nc2cc(-c3ccccc3)nn12,4,-41,4,-3.1,1,-1,-3,33*,2,-46
Cc1ccc(N2CSC3=C(C#N)C(c4cccs4)CC(=O)N3C2)cc1 (centres undefined),-4,-15,7,1.4,-3,8,4,3,-19,-16
Cc1ccc(C(=O)NCCNC(=O)c2ccccc2)cc1,5,0,-3,-0.1,1,-1,-7,-5,6,-3
Nc1ncnc(Oc2cccc3cccnc23)c1[N+](=O)[O-],9,9,-7,-0.2,3,-1,-7,4,12,3
CCc1nc2ccc(C(=O)NCCc3ccccn3)cn2c1N(C)Cc1nccs1,1,0,-3,0.2,-2,4,-2,-7,13,-1
CCCN(CCC)C(=O)COc1cc(=O)n(CC)c2ccccc12,-6,4,2,0.4,-2,-5,7,6,-4,1
O=C(CSc1nc2cc(Cl)ccc2s1)c1cc2ccccc2o1,14,-13,-3,0.1,2,-6,8,-1,-9,-30
CCOc1cccc(CN2CCC(Oc3ccc(C(=O)N4CCCC4)cc3)CC2)c1,-10,2,2,0.4,-2,-5,-20,-5,-15,3
O=c1[nH]cnc(O)c1C(c1cccc([N+](=O)[O-])c1)c1c(O)nc[nH]c1=O,2,1,-7,-0.1,0,0,4,5,-1,-6
CCc1nc(OCCN(C)C)c2oc3ccccc3c2n1,2,1,1,0.1,-2,-1,18,-1,12,6
Clc1ccc(-c2csc3ncnc(Cl)c23)cc1,6,-6,-3,0.7,-1,-5,1,3,-1,-7
CCOc1ccc2noc3c2c1C(=O)c1ccccc1-3,-277,-170,41*,12,-4,-9,14,-4,13,-248
Cc1sc(NC(=O)C2CCCCC2C(=O)O)c(C(N)=O)c1C (centres undefined),-2,2,1,-1.1,3,-10,11,-3,2,-3
CN(CC(=O)Nc1ccc(N2CCOCC2)cc1)C(=O)CCCOc1ccc(Cl)cc1Cl,-19,-1,6,-0.1,0,4,15,-2,-9,-10
CCOC(=O)n1cc(-c2cnc(CNC(=O)C(C)(c3ccccc3)c3ccccc3)o2)c2ccccc21,-2,2,3,0.4,2,-9,11,5,-2,-3
O=C(COC(=O)CNS(=O)(=O)c1ccc(Br)cc1Cl)NCCc1ccccc1,-10,-1,-1,-0.3,4,5,-10,-8,4,-4
CCC1C(=O)N=C(SCC(=O)NC2CCCCC2)NC1=O (centres undefined),5,6,3,0.2,0,6,5,-2,0,-1
O=C(Nc1ccc2c(c1)OCCO2)C1CCCN(S(=O)(=O)c2cnc[nH]2)C1 (centres undefined),-6,-3,-10,0.3,1,2,9,-4,1,-1
Nc1nonc1C(=O)NCCNS(=O)(=O)c1ccc(F)cc1,14,3,0,-1.1,6,-2,10,7,0,0
